Bioassay records deposited in PubChem by National Center for Advancing Translational Sciences (NCATS).
Pol iota inh: qHTS for Inhibitors of Polymerase Iota; hit rate 1% among 390,000; DNA polymerase iota (Homo sapiens), Q9UNA4; Potency, µM (top dose mostly 115 µM), for the others: top-dose activity, negative = inhibition, most hits filed as inhibitors; Pol iota fluorescent replication assay, 10 min; AID 588590, 2011; also: potency is read from the fitted curve at half-maximal effect
Target sequence (Q9UNA4 whole entry, looked up): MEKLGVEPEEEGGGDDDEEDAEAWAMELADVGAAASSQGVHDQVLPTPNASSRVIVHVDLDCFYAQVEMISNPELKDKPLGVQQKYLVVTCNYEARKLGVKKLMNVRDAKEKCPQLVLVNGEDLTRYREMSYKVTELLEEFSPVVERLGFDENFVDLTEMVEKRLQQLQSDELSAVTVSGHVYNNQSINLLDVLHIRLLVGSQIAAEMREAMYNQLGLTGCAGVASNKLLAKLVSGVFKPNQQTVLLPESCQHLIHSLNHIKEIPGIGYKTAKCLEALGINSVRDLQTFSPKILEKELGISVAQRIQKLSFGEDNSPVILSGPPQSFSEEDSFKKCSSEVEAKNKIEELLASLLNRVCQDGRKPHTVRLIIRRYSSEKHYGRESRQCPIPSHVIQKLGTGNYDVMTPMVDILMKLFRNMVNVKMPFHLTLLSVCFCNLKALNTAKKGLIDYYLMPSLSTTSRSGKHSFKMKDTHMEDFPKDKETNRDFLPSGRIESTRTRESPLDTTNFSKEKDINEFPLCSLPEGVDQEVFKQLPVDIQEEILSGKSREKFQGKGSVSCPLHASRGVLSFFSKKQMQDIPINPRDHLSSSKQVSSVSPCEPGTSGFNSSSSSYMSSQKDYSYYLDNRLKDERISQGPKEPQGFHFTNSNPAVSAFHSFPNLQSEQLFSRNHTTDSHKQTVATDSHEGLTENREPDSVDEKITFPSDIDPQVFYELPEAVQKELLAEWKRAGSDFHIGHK
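Pol iota at 10 nM preincubated 15 min with compounds at room temperature; reaction started with fluorescent substrate, 50 nM final. Fluorescence read kinetically at 0 and 10 min; buffer-only wells as negative control.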
ALOX12 inh: Primary qHTS assay for inhibitors of human arachidonate 12S-lipoxygenase (ALOX12): Round 2. Polyunsaturated fatty acid lipoxygenase ALOX12 (Homo sapiens), P18054. hit rate 1.1% among 580,000. Potency, µM (titrated, usually from 108 µM), for inactives: at the top dose activity change, negative = inhibition, usual class: inhibitors. purified 12hLO, xylenol orange hydroperoxide absorbance; also: potency is read from the fitted curve at half-maximal effect; % is scaled to controls: 0 for no effect and ±100 for the full control effect
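Hydroperoxide product was detected by ferrous iron/xylenol orange as the 573 to 405 nm absorbance ratio. Arachidonic acid at 40 uM (final) was turned over for 30 min at room temperature by 150 nM human 12hLO, pH 7.0 Hepes buffer, after 15 min compound preincubation.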
APE1 inh: qHTS Assay for Inhibitors of the Human Apurinic/apyrimidinic Endonuclease 1 (APE1); DNA repair nuclease/redox regulator APEX1 (Homo sapiens), P27695; recombinant APE1, TAMRA/BHQ-2 abasic DNA cleavage fluorescence; Potency, µM (doses to about 65.8 µM), for the others: top-dose activity change, negative = inhibition, actives largely listed as inhibitors; hit rate 0.35% among 350,000; AID 2517, 2012;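 also: potency is read from the fitted curve at half-maximal effect; plate controls were vehicle for no effect and reference inhibitor for full effect; nearly all actives have a fitted effect of over 55% in size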
Target sequence (P27695 whole entry, looked up): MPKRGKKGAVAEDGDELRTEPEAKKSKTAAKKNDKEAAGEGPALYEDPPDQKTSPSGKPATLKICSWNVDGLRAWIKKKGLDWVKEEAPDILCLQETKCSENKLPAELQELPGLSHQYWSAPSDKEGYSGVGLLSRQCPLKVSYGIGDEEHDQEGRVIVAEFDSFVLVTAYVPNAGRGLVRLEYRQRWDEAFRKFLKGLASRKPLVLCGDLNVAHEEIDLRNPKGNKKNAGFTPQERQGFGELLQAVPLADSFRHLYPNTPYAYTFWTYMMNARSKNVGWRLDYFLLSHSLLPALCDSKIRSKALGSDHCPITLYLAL
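Kinetic fluorescence read (525 ex/598 em nm, three reads 60 s apart) of AP-site incision; signal = third minus first read. Enzyme 0.75 nM, dual-labelled THF duplex 50 nM, compound preincubation 15 min RT.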
TRHR agonist: qHTS for Small Molecule Agonists and Allosteric Enhancers of Human TRH Receptor: Primary Screen for Agonists. Thyrotropin-releasing hormone receptor (Homo sapiens), P34981. TRHR cells, calcium flux fluo-8, FDSS agonist mode. activation, % at 2 µM. hit rate 0.18% among 360,000. AID 493084, 2011; in the data active = activation above about 30%; also: 0% is about no effect
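Agonist-mode FDSS calcium read (Ex 480/Em 530, 1 s cycles) in 1536-well TRHR cells with fluo-8 dye, after 10-cycle baseline and 23 nL compound addition; TRH at EC20 (10 nM final) added afterwards for the enhancer phase.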
BLM helicase inh: qHTS Assay for Inhibitors of Bloom's syndrome helicase (BLM). RecQ-like DNA helicase BLM (Homo sapiens), P54132. AID 2528, 2010. Potency, µM (top dose mostly 56.1 µM), without a hit: top-dose activity change, negative = inhibition, actives largely listed as inhibitors. recombinant BLM DNA unwinding, fluorescence dequenching. hit rate 0.2% among 350,000;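 also: potency is read from the fitted curve at half-maximal effect; plate controls were vehicle for no effect and no enzyme for full effect; nearly all actives have a fitted effect of over 35% in size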
Pol kappa inh: qHTS for Inhibitors of Polymerase Kappa. AID 588579, 2011. hit rate 0.53% among 400,000. Potency, µM (highest dose often 107 µM), without a hit: at the highest dose activity, negative = inhibition, most hits filed as inhibitors. purified Pol kappa, fluorescent DNA synthesis assay, 10 min. DNA polymerase kappa (Homo sapiens), Q9UBT6; also: potency is read from the fitted curve at half-maximal effect; % is scaled to controls: 0 for no effect and ±100 for the full control effect
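50 nM final substrate added after 15 min RT preincubation of 10 nM Pol kappa with compound; fluorescence read at 0 and 10 min.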
ERG-DNA inh: qHTS for Small Molecule Inhibitors of the ERG Ets/DNA interaction | AID 624246, 2012 | hit rate 0.028% among 370,000 | Transcriptional regulator ERG (Homo sapiens), P11308 | Potency, µM (top dose mostly 76.9 µM), for the others: at the highest dose FP activity, negative = inhibition, actives largely listed as inhibitors | fluorescence polarization, His-ERG Ets domain / labelled DNA; active = well fitted inhibition curve with a large enough effect in the polarisation, with a control signal flat; inconclusive = small, poorly fitted or top-dose-only effect, or effect the other way, or a change in a side signal; inactive = no such curve, though single readings can be large or run the other way; the % refers to the polarisation;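 also: polarization taken with two DNA probes labelled with fluorescein and Texas red; potency is read from the fitted curve at half-maximal effect; % of control where 0% means no effect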
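His-tagged ERG Ets domain (1 uM in the protein solution; 300mM KCl, 50mM Tris-HCl, 1mM EDTA, 1mM DTT, pH 7.5) received compound, then a probe mix of 5 nM fluorescein-DNA and 100nM Texas-615-DNA. Fluorescence polarization was read for both dyes.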
Pol beta inh: qHTS Assay for Inhibitors of DNA Polymerase Beta; Pol beta primer extension/strand displacement, fluorescence kinetic; Potency, µM (highest dose often 114 µM), for inactives: top-dose activity change, negative = inhibition, usual class: inhibitors; hit rate 1.3% among 340,000; also: potency is read from the fitted curve at half-maximal effect; % is scaled to controls: 0 for no effect and ±100 for the full control effect
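Reaction started by 50 nM substrate onto compound-treated Pol beta (10 nM, 15 min preincubation, room temperature); plates read at 0 min and 10 min. Normalized concentration-effect data fitted by four-parameter Hill equation.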
Anesthetic bind: qHTS Assay for Identification of Novel General Anesthetics; Ferritin light chain (Equus caballus), P02791; apoferritin/1-aminoanthracene competitive binding, fluorescence; Potency, µM (highest dose often 77.5 µM), for the others: top-dose activity change, negative = displacement, usual class: inhibitors; hit rate 0.074% among 350,000; AID 485281, 2010; also: potency is read from the fitted curve at half-maximal effect; % is scaled to controls: 0 for no effect and ±100 for the full control effect; nearly all actives have a fitted effect of over 20% in size
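Concentration-response curves derived by four-parameter Hill fitting of normalized fluorescence, where compounds displaced 1-AMA from 10 uM horse apoferritin following a brief 10 min room-temperature incubation; propofol titration acted as positive control.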
Active calls of the source: *; ? = inconclusive; nt = no result given; & = joins results of further samples; [ ] = remark or other dose. Unless noted, calls follow the shape of the dose curve; as a rule, active = well fitted curve in the direction sought with a large enough effect; inconclusive = small, poorly fitted or top-dose-only effect, or another doubt; inactive = no such curve, though single readings can be large; an effect the other way counts as inactive or inconclusive. A portion of the library. The share of hits here may be higher or lower than overall.

The opening 2 compounds (preview)
item	SMILES	ALOX12 inh	TRHR agonist	Pol iota inh	ERG-DNA inh	Pol kappa inh	Anesthetic bind	APE1 inh	Pol beta inh	BLM helicase inh
1	COc1ccc(C(=S)N2CCOCC2)cc1OS(=O)(=O)c1ccccc1[N+](=O)[O-]	-15%	1.7	-8%	16%	-13%	2%	21%	-18%	2%
2	Cc1ccc(-c2cc(C(=O)Nc3ccc(S(=O)(=O)Nc4nc(C)cc(C)n4)cc3)c3ccccc3n2)cc1	11%	0.0	20%	11%	-1%	?	-10%	4%	-12%

The list itself, repeating the preview:
item	SMILES	ALOX12 inh	TRHR agonist	Pol iota inh	ERG-DNA inh	Pol kappa inh	Anesthetic bind	APE1 inh	Pol beta inh	BLM helicase inh
1	COc1ccc(C(=S)N2CCOCC2)cc1OS(=O)(=O)c1ccccc1[N+](=O)[O-]	-15%	1.7	-8%	16%	-13%	2%	21%	-18%	2%
2	Cc1ccc(-c2cc(C(=O)Nc3ccc(S(=O)(=O)Nc4nc(C)cc(C)n4)cc3)c3ccccc3n2)cc1	11%	0.0	20%	11%	-1%	?	-10%	4%	-12%
3	Cc1cc([N+](=O)[O-])c(-c2ccc(/C=N/n3cnnc3)o2)cc1Cl	-6%	-0.4	2%	10%	-7%	?	-1%	14%	-12%
4	C[C@H]1CCC[C@]2(O[C@@H](CCO)C[C@H](O)[C@H]2O)O1	-21%	0.1	22%	-13%	12%	8%	14%	1%	0%
5	COCCn1c(N)c(N(Cc2ccccc2)C(=O)Cc2c(Cl)cccc2Cl)c(=O)[nH]c1=O	2%	0.4	73%[activator]	13%	0%	-2%	4%	6%	-4%
6	COc1cc(C(=O)NCC(c2cccnc2)N2CCN(c3ccc(F)cc3)CC2)cc(OC)c1OC (stereo not given)	-6%&2%	0.3&1.3	29%&2%	9%&2%	8%&-8%	-8%&54%	-1%	16%&-1%	-1%&-10%
7	COc1ccc(N2CCN(C(=O)c3cc([N+](=O)[O-])ccc3N3CCN(CCO)CC3)CC2)cc1	370%[activator]	-0.1	8%	1%	0%	-17%	27%	20%	3%
8	CCc1cccc(CC)c1NC(=O)CNCc1cccs1	?	0.0	9%	-2%	-5%	4%	-5%	42%	1%
9	NC1=NCC(O)=C1c1nc2ccccc2[nH]1	2%	0.3	138%[activator]	-10%	-4%	-2%	3%	19%	-2%
10	Cc1ccc(NC(=O)c2cc(=O)c3ccccc3o2)cc1	?	0.0	5%	-10%	-17%	-9%	-1%	?	-1%
11	Cc1cccc(OCCSc2nnc(-c3cccs3)o2)c1	-1%	-1.4	-17%	-5%	-16%	2%	nt	-14%	-5%
12	O=C(NCCN1CCN(c2ccccc2)CC1)Nc1cccc(Cl)c1	-3%	0.9	82%[activator]	4%	-13%	-13%	7%	18%	-8%
13	CCOc1ccc(NC(C)C(=O)N/N=C/c2ccc([N+](=O)[O-])cc2)cc1 (stereo not given)	nt	0.0	nt	nt	nt	-8%	10%	62%[activator]	-5%
14	O=C(CN(c1ccccn1)S(=O)(=O)c1ccccc1)N/N=C/c1cccc([N+](=O)[O-])c1	?	1.0	33%[activator]	8%	-9%	-10%	-3%	6%	0%
15	O=[N+]([O-])c1ccc(S(=O)(=O)NN=CCCc2ccccc2)cc1	-24%	nt	66%[activator]	-4%	-11%	nt	nt	nt	nt
16	O=C(Nc1ccc(-c2cn3ccccc3n2)cc1)c1cccs1	-22%	0.0	?	-5%	?	72%[activator]	?	10µM*	-12%
17	COc1cccc(-c2nc3ccc(O)cc3c(=O)o2)c1	?	0.0	12%	0%	-10%	-11%	-3%	10%	-1%
18	Cc1ccc2nc(COc3ccccc3NC(=O)c3ccccc3F)cc(=O)n2c1	0%	-0.3	-19%	4%	-1%[60.1 µM]	-9%	nt	-1%	-10%
19	CC1=NN(Cc2cc(C(C)(C)C)c(O)c(C(C)(C)C)c2)C(=O)C1	0%	2.3	?	1%	-2%	-19%	-16%	1%	-4%
20	Cc1ccc(C(=O)NCc2ccc3c(c2)OCO3)cc1N1CCCC1=O	2%	0.2	5%	6%	-2%	-9%	-1%	13%	3%
21	CC(=O)Nc1ccc(S(=O)(=O)NCCSCc2cccc(Cl)c2)cc1	-20%	-0.3	6%	2%	-11%	-20%	-13%	-26%	2%
22	COc1ccc(-c2nc3cnc(N4CCOCC4)nc3n(CCC#N)c2=O)cc1	?	nt	nt	nt	0%[60.1 µM]	nt	2%	nt	2%
23	CCOC(=O)C1=C(C)N=C2SCCC(=O)N2C1c1ccc(OCc2ccccc2)c(OC)c1 (stereo not given)	-27%	2.6	-14%	-1%	1%	?	nt	1%	-10%
24	CC(C(=O)Nc1ccccc1)N(C)CCOc1ccccc1 (stereo not given)	-23%	0.5	40%[activator]	4%	1%	-3%	13%	26%	-6%
25	Cc1cccc(OCC(=O)Nc2nc3ccc([N+](=O)[O-])cc3s2)c1C	7%	0.5	-6%	nt	-3%	-17%	-1%	4%	-7%
26	O=C(NCCCN1CCCC1=O)NC1CCCCC1	0%	0.2	34%[activator]	1%	-5%	3%	-1%	4%	1%
27	O=C(O)C1=C(C(=O)O)C2C=CC1C2	?	nt	?	-3%	?	nt	nt	nt	nt
28	O=C(NC1CCN(C(=S)NCc2ccco2)CC1)C12CC3CC(CC(C3)C1)C2	5%	-0.2	13%	nt	-5%	-8%	2%	?	-5%
29	O=C(N/N=C/c1ccc2cccnc2c1)c1ccco1	-15%	0.2	20%	-5%	0%	-4%	?	-2%	-8%
30	O=C(Nc1cccnc1)c1cc(-c2ccco2)on1	5%	7.2	?	-6%	-27%	-11%	16%	-4%	-16%
31	Cc1nc2nc(CSc3ccc(Cl)cc3)cc(=O)n2[nH]1	0%	0.5	-25%	3%	-8%	-6%	-2%	15%	-1%
32	C=CCN(C(=O)Nc1ccccc1)C1CC(=O)N(c2ccc(OC)cc2)C1=O (stereo not given)	19%	0.9	17%	-13%	0%	9%	16%	28%	-1%
33	CCOC(=O)c1ccc2[nH]c3ccccc3c2c1	-16%	0.0	-6%	4%	-3%	-5%	7%	36%	-8%
34	CCOc1ccc2c(c1)-c1c(ssc1=S)C(C)(C)N2C(=O)c1ccco1	?	-1.0	-6%	-9%	-26%	-10%	2%	21%	-10%
35	Cc1ccc2cccc(NC(=O)c3cccc4c(Cl)cccc34)c2n1	-26%	1.8	-13%	8%	-1%	6%	nt	-4%	-8%
36	NC(=O)C1CCN(S(=O)(=O)c2cccc(S(=O)(=O)N3CCCCC3)c2)CC1	11%	0.9	10%	-6%	2%	-8%	11%	-1%	-2%
37	CC(C)=CC(=O)Nc1nc2ccc([N+](=O)[O-])cc2s1	-1%	0.3	-1%	0%	-19%	-15%	1%	?	-5%
38	Fc1ccccc1Cn1nnc2c(NCCc3ccccn3)ncnc21	0%	-0.1	-17%	-5%	-5%	-22%	?	?	1%
39	CC(=O)c1ccc2c3c(cccc13)C(=O)N(c1c(C)nn(C)c1C)C2=O	0%	0.4	11%	-7%	-11%	-1%	3%	1%	-2%
40	COc1ccc(NC(=O)c2cc(CN3C(=O)c4ccccc4C3=O)ccc2OC)cn1	-16%	-0.4	?	-6%	-4%	4%	2%	?	-4%

As entered above:
In TRHR agonist, compound 10 is entered as 0.0
In Anesthetic bind, compound 1 is entered as 2%

Additional results follow.
item	SMILES	ALOX12 inh	TRHR agonist	Pol iota inh	ERG-DNA inh	Pol kappa inh	Anesthetic bind	APE1 inh	Pol beta inh	BLM helicase inh
41	COc1ccccc1CNC(=O)Cn1c(=O)ccc2cc(S(=O)(=O)N3CCCC3)ccc21	-12%	-0.1	-12%	1%	-5%[60.1 µM]	-19%	nt	-6%	-1%
42	O=C(O)Cn1cc(/C=C/[N+](=O)[O-])c2ccccc21	?	0.1	28µM*	-7%	-21%	-11%	3%	6%	-10%
43	CCCc1nc(SCC(=O)Nc2cc(C)on2)c2c(=O)n(C)c(=O)n(C)c2n1	30%	0.1	?	3%	-19%	-16%	0%	?	2%
44	CCCn1nnnc1NC(=O)COc1ccc(Cl)cc1C	15%	-0.7	16%	nt	6%	-8%	-1%	27%	-1%
45	CNC(=S)N(Cc1ccccc1)Cc1cccnc1	0%	0.5	-16%[58.9 µM]	5%	-5%	3%	-9%	33%	0%
46	Cc1cc(C(=O)OCC(=O)c2ccc(Cl)c([N+](=O)[O-])c2)c2cccc(C)c2n1	4%	0.4	-16%	-8%	-15%	-14%	?	?	-17%

One compound at a time (already shown):
`Cc1cc(C(=O)OCC(=O)c2ccc(Cl)c([N+](=O)[O-])c2)c2cccc(C)c2n1` in the list: ALOX12 inh: 4%; TRHR agonist: 0.4; Pol iota inh: -16%; ERG-DNA inh: -8%; Pol kappa inh: -15%; Anesthetic bind: -14%; APE1 inh: ?; Pol beta inh: ?; BLM helicase inh: -17%
`CNC(=S)N(Cc1ccccc1)Cc1cccnc1` in the list: ALOX12 inh: 0%; TRHR agonist: 0.5; Pol iota inh: -16%[58.9 µM]; ERG-DNA inh: 5%; Pol kappa inh: -5%; Anesthetic bind: 3%; APE1 inh: -9%; Pol beta inh: 33%; BLM helicase inh: 0%
